Source: PubChem BioAssay
Large T inhibition: SV40 large T antigen inhibitors, biochemical (AID 1903). SV40 large T antigen ATPase/helicase inhibition assay; higher % means a stronger effect. inhibition, % at 20 µM; hits with a dose series show IC50 in µM. 0.39% of 310,000 active; in the data active = a potency from the dose series; inconclusive = inhibition mostly from about 32% at the one dose, without a potency; inactive = the rest, 99 in 100 with inhibition below about 32%; also: strong numbers were not always called active
WT yeast gro inh: growth inhibition of WT strain, primary screen, mitochondrial fusion inhibitor project, WT and mutant strains, chemical genetic; mitochondrial fusion phenotypic screen; inhibition, % at 10 µM; 2.1% of 190,000 active; AID 1362, 2008; in the data active = inhibition above about 58%; tested in S. cerevisiae
West Nile antiviral: West Nile virus antiviral activity, cell-based, CPE readout (AID 1621). West Nile virus-infected cells, CPE inhibition; higher % means a stronger effect. CPE inhibition, % at 10 µM, or IC50 in µM where a hit was titrated. 0.02% of 290,000 active; in the data active = a potency from the dose series; inconclusive = CPE inhibition mostly from about 3.7% at the one dose, without a potency; inactive = the rest, 99 in 100 with CPE inhibition below about 2.2%; also: strong numbers were not always called active
Myeloid diff 2: induction of myeloid progenitor differentiation, primary screen, cell-based, flow cytometry, MLPCN library. ER-HoxA9 myeloid progenitors, lysozyme-GFP differentiation. calls only at 10 µM. 1% of 360,000 active;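 active = normalized GFP-positive differentiation at or above the plate's own cutoff, the solvent-only control mean plus 3 SD; inconclusive = no clear call, values can overlap the other calls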;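 also: cells exposed to compound for four days before flow analysis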
T cell modulator: modulators of CD8 T cell-vesicle binding, primary screen, mouse 2C CD8+ T cells, flow cytometry | 2C CD8+ T cell-vesicle binding; stronger effect = lower value | calls only at 7 µM | 0.068% of 330,000 active | AID 2052, 2009;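 active = response, share of CD8 T cells binding vesicles, and their 90th percentile fluorescence all below set limits, cut at about 80% in these data, passing the limit was not always enough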
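Read-out – percent CD8+ FL2 mean versus row control · System – murine 2C transgenic CD8+ T lymphocytes · Times – 1.5 h cell–vesicle binding at 37 °C, then 20 min icy labelling · Control set – naked vesicles low, QL9 vesicles with vehicle high · Detection – cytometric PE anti-B7-1 and Alexa647 anti-CD8 signals after 1% paraformaldehyde fixation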
Rac1 GTP hydrolysis: MgcRacGAP GTPase-activating activity inhibitors, confirmation, biochemical, ADP Hunter fluorescence | Rac GTPase-activating protein 1 (Homo sapiens) | MgcRacGAP-stimulated Rac1 GTP hydrolysis, ADP Hunter fluorescence; higher % means a stronger effect; GST-tagged Rac1 F28L mutant substrate | 0.6% of 340,000 active | inhibition, % at 30 µM; hits with a dose series show IC50 in µM;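 active = first-screen hits whose inhibition reached a set limit at any dose in the follow-up dose series; inconclusive = inhibition above the set first-screen limit but never retested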;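 also: fluorescence reports GDP produced by GAP-driven GTP hydrolysis; strong numbers were not always called active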
Salmonella PhoP GFP: inhibitors of PhoP regulon expression, primary screen, Salmonella Typhimurium, GFP reporter (AID 1863); inhibition, % at 50 µM; hits with a dose series show IC50 in µM; 0.16% of 300,000 active; S. Typhimurium PhoP-regulated promoter GFP reporter, 4 h; higher % means a stronger effect;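 active = inhibition over 29.93%, a cutoff 3 SD above the screen mean, later confirmed by dose response; inconclusive = inhibition over 29.93% but no dose response follow-up; inactive = inhibition at most 29.93% or unconfirmed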;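 also: 0% = low Mg2+ inducing control and 100% = high Mg2+ repressing control; strong numbers were not always called active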
RSV CPE inhibition: RSV antiviral activity via CPE protection, HEp-2 cells, primary 10 µM value included (AID 2391); HEp-2 cells, RSV-induced CPE inhibition; higher % means a stronger effect; 0.13% of 310,000 active; one-dose CPE inhibition, % at 10 µM; IC50 in µM for titrated hits; in the data active = a potency from the dose series; inconclusive = CPE inhibition mostly from about 23% at the one dose, without a potency; inactive = the rest, 99 in 100 with CPE inhibition below about 21%; also: strong numbers were not always called active
bCat nuc transl: modulators of beta-catenin nuclear translocation, primary screen, imaging, HeLa cells, immunofluorescence, high-content; AID 1665, 2009; 0.3% of 190,000 active; nuclear translocation activity, % at 5 µM;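 active = nuclear translocation activity above 50% at 5 µM, with a well cell count of 50 or more; inconclusive = wells under 50 cells across six images, flagged as toxic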;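 also: per-cell ratio of nuclear to cytoplasmic median beta-catenin stain intensity; plate controls were DMSO negative control for no effect and GSK-3 inhibitor IX positive control for full effect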
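Read-out: Nuclear/cytoplasmic beta-catenin signal ratio, % activation | Assay system: Human HeLa cell line | Times: 24 h compound exposure at 37°C, 5% CO2 | Signal: Fluorescence imaging of beta-catenin antibody stain plus DAPI | Dosing: 5 µM primary, 0.02–20 µM confirmation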
WT yeast gro inh mutant strain: further read-out of WT yeast gro inh, marked with its call; inhibition, %; mitochondrial fusion phenotypic screen, mutant strain inhibition
bCat nuc transl cell count 5 µM: recorded beside bCat nuc transl, whose call it bears; cell count; measured here: cell count, cytotoxicity flag
T cell modulator vesicle-bound %: recorded beside T cell modulator, whose call it bears; double positive events, %; measured here: CD8+ vesicle-bound cell fraction;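 binding gate set so that unloaded-vesicle control wells show 10% double positive cells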
Myeloid diff 2 GFP+ MAC1+ %: recorded beside Myeloid diff 2, whose call it bears; GFP+ MAC1+ double positive, %; measured here: differentiation confirmed by MAC1 staining
Active calls of the source: *; i = inactive; ? = inconclusive; · = not tested or not shown; + = active, no number.

SMILES	Large T inhibition	WT yeast gro inh	WT yeast gro inh mutant strain	West Nile antiviral	Myeloid diff 2	Myeloid diff 2 GFP+ MAC1+ %	T cell modulator	T cell modulator vesicle-bound %	Rac1 GTP hydrolysis	Salmonella PhoP GFP	RSV CPE inhibition	bCat nuc transl	bCat nuc transl cell count 5 µM
COc1ccc(OC)c(NC(=O)Nc2ccc3c(c2)OCO3)c1	15.2%	·	·	-0.5%	i	1.1	i	11.1	10.0%	-4.1%	2.6%	·	·
CC(=O)Nc1ccc(NC(=O)COc2ccc(-c3ccc(C#N)cc3)cc2)cc1	12.7%	·	·	·	i	1.4	i	35.2	5.1%	-0.6%	-2.0%	·	·
COc1ccc(CNC(=O)C2CCN(S(=O)(=O)c3ccc4c(c3)CC(C)N4C(=O)C3CC3)CC2)cc1 (centres undefined)	10.2%	·	·	-0.8%	?	·	i	21.7	7.2%	-9.1%	19.2%	·	·
COc1ccc(C(=O)CCC(=O)Nc2cccc(Cl)c2)cc1	5.5%	10.2	-12.3	0.4%	i	0.1	i	29.7	4.1%	4.8%	-0.5%	-0.6	1128
O=C(C1CCCCC1)N1CCN(c2ncccn2)CC1	-5.9%	-4.7	-11.2	0.0%	i	1.1	i	23.3	8.1%	-2.2%	-0.1%	-7.0	1199
Cc1cc(NC(=O)CCC(=O)N(CC(=O)NCC2CCCO2)c2ccccc2)no1 (centres undefined)	5.8%	·	·	0.2%	i	1.4	i	38.4	6.8%	-2.2%	1.3%	·	·
CCOc1ccc(NC(=O)c2ccc(CC)s2)c([N+](=O)[O-])c1	6.8%	5.0	8.8	-0.3%	i	0.3	i	17.6	8.6%	-8.7%	3.4%	0.1	876
Cc1ccc(S(=O)(=O)NCc2cn3c(C)csc3n2)cc1	1.5%	0.4	-2.5	0.2%	i	0.8	i	27.2	8.8%	4.7%	3.2%	·	·
Cc1ccccc1N(C)S(=O)(=O)c1ccc2[nH]cc(C(=O)NCC3CCCO3)c(=O)c2c1 (centres undefined)	6.9%	-1.2	11.8	3.0%	i	7.6	i	34.7	12.7%	-4.3%	7.5%	·	·
C=CCOc1ccc(CNn2cn[nH]c2=S)cc1	7.4%	6.7	3.8	-0.1%	i	2.0	i	20.6	4.9%	3.1%	0.7%	0.5	1291

3 neighbouring compounds already listed:
SMILES	Large T inhibition	WT yeast gro inh	WT yeast gro inh mutant strain	West Nile antiviral	Myeloid diff 2	Myeloid diff 2 GFP+ MAC1+ %	T cell modulator	T cell modulator vesicle-bound %	Rac1 GTP hydrolysis	Salmonella PhoP GFP	RSV CPE inhibition	bCat nuc transl	bCat nuc transl cell count 5 µM
COc1ccc(OC)c(NC(=O)Nc2ccc3c(c2)OCO3)c1	15.2%	·	·	-0.5%	i	1.1	i	11.1	10.0%	-4.1%	2.6%	·	·
CC(=O)Nc1ccc(NC(=O)COc2ccc(-c3ccc(C#N)cc3)cc2)cc1	12.7%	·	·	·	i	1.4	i	35.2	5.1%	-0.6%	-2.0%	·	·
COc1ccc(CNC(=O)C2CCN(S(=O)(=O)c3ccc4c(c3)CC(C)N4C(=O)C3CC3)CC2)cc1 (centres undefined)	10.2%	·	·	-0.8%	?	·	i	21.7	7.2%	-9.1%	19.2%	·	·

More entries:
SMILES	Large T inhibition	WT yeast gro inh	WT yeast gro inh mutant strain	West Nile antiviral	Myeloid diff 2	Myeloid diff 2 GFP+ MAC1+ %	T cell modulator	T cell modulator vesicle-bound %	Rac1 GTP hydrolysis	Salmonella PhoP GFP	RSV CPE inhibition	bCat nuc transl	bCat nuc transl cell count 5 µM
COc1ccc(CC(=O)N/N=C(\C)CC(=O)Nc2ccc3c(c2)OCCO3)cc1	6.4%	·	·	0.3%	i	3.7	i	8.9	0.3%	1.9%	-0.3%	·	·
Cc1cc(C)cc(-n2c(C)cc(/C=N/NC(=O)c3ccncc3)c2C)c1	25.7%	-7.9	14.2	-0.1%	i	0.3	i	38.2	-8.2%	-1.2%	3.9%	0.0	1474
CCOc1ccc(OCCC(=O)N(CC)CC(=O)NCc2ccc(Cl)cc2)cc1	11.9%	·	·	·	i	1.0	i	51.0	5.3%	-1.5%	1.2%	·	·
CS(=O)(=O)c1ccc(C(=O)Nc2cccc(-c3nc4ccccc4[nH]3)c2)cc1	5.6%	·	·	0.2%	i	0.5	i	9.5	-4.3%	2.7%	1.0%	·	·
CN(C(=O)c1ccccc1)c1ccc(OCC(=O)NC2CCS(=O)(=O)C2)cc1 (centres undefined)	-1.3%	-2.2	2.7	0.0%	i	7.1	i	11.9	-3.0%	-0.8%	-0.8%	-2.7	840
CN1CCN(C(=O)NCC23CC4CC(CC(C4)C2)C3)CC1	-7.2%	3.3	0.7	-0.1%	i	0.2	i	0.9	0.6%	13.2%	-0.1%	-0.7	920
Cc1ccc(S(=O)(=O)NC(CN2CCOCC2)=NCCNS(=O)(=O)c2ccccc2)cc1	-7.0%	-3.0	12.3	1.2%	i	1.0	i	51.9	7.0%	-1.1%	0.1%	-0.7	1054
CC(=O)N/C(=C\c1ccc(F)cc1)C(=O)NC(C(=O)O)C(C)C (centres undefined)	0.2%	0.2	1.1	0.9%	i	0.7	i	33.7	-6.9%	-0.4%	1.6%	-0.6	1106
COc1ccc(OC(=O)c2cc3ccccc3o2)cc1	5.9%	-12.5	-1.5	1.4%	i	1.5	i	33.9	11.3%	-4.8%	0.1%	-3.7	1105
O=c1c2sc(-c3ccccc3)cc2nc2n1CCC2	22.4%	21.0	17.4	-1.3%	i	0.4	i	41.7	11.4%	-3.0%	?	-1.1	1096
CCOC(=O)N1CCN(S(=O)(=O)c2cc(Br)cc3c2N(C(=O)C2CC2)CC3)CC1	-9.1%	-4.3	4.2	·	i	0.6	i	6.6	5.9%	4.8%	3.7%	0.1	1018
Cc1cc(C(=O)O)c(C)n1-c1ccccc1	5.0%	-2.5	7.1	-0.3%	i	0.9	i	49.0	2.7%	17.4%	2.1%	·	·
N#C/C(=C/c1cccn1-c1cccc(C(=O)O)c1)c1ccc(F)cc1	7.8%	10.5	5.0	0.1%	+	3.3*	·	·	3.8%	-5.2%	·	0.5	1514
Cc1cc(C(=O)NNC(=O)c2ccccc2[N+](=O)[O-])c(C)o1	·	·	·	·	i	0.2	i	36.7	7.7%	·	-0.2%	·	·
Cc1ccc2[nH]c(=O)c(CN(CCN3CCOCC3)C(=O)Nc3ccccc3F)cc2c1	-0.3%	-2.7	6.3	-0.1%	i	1.0	·	·	8.8%	-11.9%	·	-2.8	1227
CCCCn1c2ccccc2c2nnc(SCC(=O)NC3=NN=C(c4ccccc4)CS3)nc21	22.6%	59.6*	14.8*	-1.2%	·	·	i	50.4	·	-9.7%	5.6%	1.3	1058
O=C1NC2(CCCCC2)C(=O)N1CCS(=O)(=O)Oc1ccc(Br)cc1	-0.6%	-0.8	0.2	-1.1%	i	0.5	i	39.6	3.8%	5.0%	-0.6%	-1.2	1131
CCN(CC)C(=O)Cn1cc(S(=O)(=O)CC(=O)Nc2ccc(F)cc2)c2ccccc21	24.3%	·	·	-0.4%	i	0.6	i	37.5	4.5%	-1.3%	2.3%	·	·
CCC(C)NC(=O)c1cn(CCOC)c(=O)c2c1c1ccccc1n2C (centres undefined)	5.7%	·	·	-0.8%	i	1.0	i	16.8	4.9%	-12.2%	1.7%	·	·
COc1ccc(S(=O)(=O)NCCc2cc3ccc(C)c(C)c3[nH]c2=O)cc1	2.5%	·	·	-1.6%	i	0.6	i	48.8	0.8%	2.5%	?	·	·
CCc1ccc(-c2cc(-c3n[nH]c(=S)n3CC)c3ccccc3n2)cc1	1.5%	-2.9	-10.0	-1.1%	·	·	i	33.9	·	6.0%	-0.8%	-1.4	516
COCCNC(=S)N(CCO)Cc1cc2cc3c(cc2[nH]c1=O)OCCO3	29.9%	·	·	-0.5%	i	0.7	i	11.3	8.0%	-11.8%	0.6%	·	·
O=C(CN1CCOc2ccccc21)NCc1ccccc1	8.5%	10.1	8.3	·	i	2.5	·	·	-7.4%	9.3%	2.5%	-2.5	604
COc1ccc(C)cc1S(=O)(=O)N1CCN(c2cccc(C(F)(F)F)c2)CC1	3.1%	30.2	36.8	-1.6%	i	2.7	i	54.0	5.3%	0.1%	11.2%	·	·
CCN1CCN(CCCNC(=O)c2ccc(/C=C3/Oc4ccccc4N(Cc4cccc(C)c4)C3=O)cc2)CC1	10.8%	·	·	2.1%	i	2.7	i	19.2	9.6%	-2.3%	-3.9%	·	·
COC(=O)c1scc(C)c1NC(=O)/C=C/C(=O)O	10.5%	·	·	0.5%	i	0.6	i	38.0	1.6%	0.5%	3.2%	0.5	1330
Cc1cccc(NC(=O)CCNC(=O)c2ccco2)c1C	7.1%	11.4	-12.4	0.4%	i	0.3	i	47.2	-5.8%	2.0%	1.8%	-2.6	1134
COc1cccc(Nc2nnc(Cc3cccnc3)c3ccccc23)c1	12.2%	·	·	-0.2%	i	0.6	i	37.6	5.2%	-5.3%	0.2%	·	·
CC1Cc2cc(/C(O)=C3/C(=O)C(=O)N(CCCn4ccnc4)C3c3ccc(Br)cc3)ccc2O1 (centres undefined)	18.7%	·	·	-0.5%	i	2.4	i	21.0	11.5%	-2.9%	0.2%	·	·
COc1cc2[nH]c3c(=O)n(N)c(=O)[nH]c3c2cc1OC	7.0%	·	·	0.7%	i	1.0	i	44.7	5.6%	·	-0.3%	·	·
Cc1nnc(NC(=O)CSc2nnc(CNC(=O)c3ccc(F)cc3)o2)s1	7.8%	·	·	0.4%	i	1.9	i	69.0	7.8%	-1.6%	3.0%	·	·
CCCNc1nc(C)cc(-c2cc(C(=O)Nc3ccccc3)on2)n1	11.9%	·	·	-0.3%	i	1.7	i	23.4	7.7%	·	0.0%	·	·
Cc1cc(=O)[nH]c(SCC(=O)Nc2ccc3c(c2)CCC3)c1C#N	·	·	·	·	i	0.3	i	41.6	2.2%	·	1.0%	·	·
